Source: PubChem
HIF-2a block: blocks HIF-2a reporter activity; 786-0 RCC cells HIF-2a reporter, luciferase luminescence, overnight; inhibition, % at 18.8 µM; 360,000 tested, 0.72% active; AID 624352;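 active means inhibition of the luminescence signal of 40% or more relative to plate controls, in a single-dose primary screen at 18.75 µM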
Peg3 promoter: reduces Peg3 promoter-driven luciferase expression in HeLa; inhibition, % at 20 µM; HeLa PEG-Prom luciferase reporter, luminescence, overnight; AID 588405; 360,000 tested, 1.7% active;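 active means inhibition of at least 50% at 20 µM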
CaV13 FRET inh: Primary screen for inhibitors of IQ motif and Ca2+-dependent inactivation inhibitor domain binding in CACNA1D, Förster resonance energy transfer in living cells, …; HEK cells, CFP/YFP FRET ICDI-IQ, plate reader, 10 min; percent FRET-ratio fall versus neutral wells; inhibition, % at 12.3 µM; 340,000 tested, 0.098% active; AID 743397;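 active means mean replicate inhibition of at least 30% and at least 1% of replicates passing that level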;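 further: 0% = median of the neutral control wells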
MITF TRPM1 inh: inhibitors of MITF-driven TRPM1 promoter in melanoma cells. SK-MEL-5 TRPM1 promoter luciferase, 24 h. inhibition, % at 12.5 µM. 330,000 tested, 0.83% active. AID 488899;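 active means mean inhibition across replicates of 60% or more, whatever share of single replicates reaches that level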; further: values of inactives mirror those of a sister screen read the other way
KKLEB tox: CF airway cell cytotoxicity counter-screen; KKLEB CF airway cells viability, ATPlite luminescence, overnight; active compounds read low; cells stimulated with P. aeruginosa culture filtrate; activity change (cytotoxicity), % at 5 µM; 360,000 tested, 0.36% active; AID 602141;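 active means corrected activity change at or below -50% at 5 µM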
PDI turbidity: blocks human protein disulfide isomerase activity | inhibition, % at 10 µM | PDI insulin aggregation turbidity, A650, 90 min | AID 588391 | 350,000 tested, 0.052% active;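 active means mean inhibition across replicates of 30% or more, whatever share of single replicates reach that level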;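 further: absorbance from insulin aggregation driven by PDI reduction with DTT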
Target sequence (P07237 whole entry, looked up): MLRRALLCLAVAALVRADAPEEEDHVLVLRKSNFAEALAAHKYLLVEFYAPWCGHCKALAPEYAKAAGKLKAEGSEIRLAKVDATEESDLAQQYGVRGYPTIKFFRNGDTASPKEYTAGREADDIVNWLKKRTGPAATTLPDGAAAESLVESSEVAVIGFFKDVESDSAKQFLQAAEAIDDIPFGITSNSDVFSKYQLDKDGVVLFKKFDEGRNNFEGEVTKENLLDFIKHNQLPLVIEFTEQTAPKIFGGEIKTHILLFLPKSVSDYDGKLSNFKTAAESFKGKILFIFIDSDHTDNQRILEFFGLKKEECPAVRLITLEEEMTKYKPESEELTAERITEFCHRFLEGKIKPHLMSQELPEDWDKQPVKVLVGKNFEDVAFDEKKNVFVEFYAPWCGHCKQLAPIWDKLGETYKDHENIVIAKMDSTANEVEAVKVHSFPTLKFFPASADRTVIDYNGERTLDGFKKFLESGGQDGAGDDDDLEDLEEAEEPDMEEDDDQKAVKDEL
CF NFkB block: inhibitors of cystic fibrosis induced NF-kB; KKLEB NF-kB-GFP reporter, PAF-induced, GFP fluorescence overnight; inhibition, % at 5 µM; 360,000 tested, 0.86% active;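 active means at least 50% inhibition at 5 µM, scaled per plate between neutral and stimulator controls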;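 further: PAF is a Pseudomonas aeruginosa culture filtrate used as stimulus; plate controls were PAF-stimulated DMSO wells for no effect and unstimulated DMSO wells for full effect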
NR2E3 ag-1: NR2E3 (human) agonism. 320,000 tested, 0.12% active. Q9Y5X4. GST-NR2E3/biotin-RetCOR TR-FRET, 1536-well. AID 2300. inhibition of corepressor binding, % at 4.78 µM;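 active means percent inhibition above the cutoff of mean plus 3 SD of all tested compounds, set per screening campaign, cut at about 20% in these data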;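 further: 0% = DMSO wells and 100% = biotin wells as full block of FRET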
Target sequence (Q9Y5X4 whole entry, looked up): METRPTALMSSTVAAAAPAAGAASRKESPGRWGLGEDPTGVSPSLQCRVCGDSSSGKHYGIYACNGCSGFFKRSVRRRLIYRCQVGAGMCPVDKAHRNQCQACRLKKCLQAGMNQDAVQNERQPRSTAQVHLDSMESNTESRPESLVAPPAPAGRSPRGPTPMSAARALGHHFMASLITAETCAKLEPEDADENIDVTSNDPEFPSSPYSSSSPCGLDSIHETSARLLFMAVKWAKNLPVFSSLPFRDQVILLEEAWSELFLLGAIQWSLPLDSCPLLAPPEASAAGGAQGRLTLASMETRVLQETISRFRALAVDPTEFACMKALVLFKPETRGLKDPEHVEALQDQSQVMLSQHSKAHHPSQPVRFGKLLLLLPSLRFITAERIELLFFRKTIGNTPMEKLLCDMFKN
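Test system – NR2E3–RetCOR corepressor complex · Quantity – NR2E3 fusion 1.35 nM · Buffer or medium – Tris pH 7.5 · Incubation – Compound–protein incubation for 5 h at 4 °C · Technique – TR-FRET, Eu(K)-anti-GST donor, streptavidin-D2 acceptor, ex 340, em 617/671 nm · Evaluation – percent inhibition of 671/617 nm emission ratio versus biotin and DMSO controls · Plate – 1536-well format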
NR2E3 ag-2: activates human NR2E3 receptor; AID 602229; 360,000 tested, 0.35% active; Q9Y5X4; CHO-S Gal4-NCOR/VP16-NR2E3 two-hybrid, luciferase; inhibition of corepressor binding, % at 3.98 µM;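 active means inhibition above the mean of all tested compounds plus 3 SD, cut at about 70% in these data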;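 further: 0% = DMSO with NR2E3 transfected cells and 100% = cells lacking NR2E3 construct; higher means lower luciferase signal from less NR2E3 corepressor binding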
Vif inh: HIV Vif inhibition | HEK293T cells, Vif self-association by quenched fluorescence, imaging, 24 h | inhibition, % at 7.49 µM | 340,000 tested, 0.35% active | AID 602346; in the data active means inhibition above about 50%, passing the limit was not always enough; further: some results filed as inactive read as strong as hits
Shn3 3UTR inh: inhibitors of Schnurri-3 3'UTR reporter in osteoblasts | 360,000 tested, 0.52% active | AID 588674 | inhibition, % at 12.5 µM | Clone20 osteoblast Shn3 3'UTR firefly luciferase, 24 h;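 active means mean inhibition of at least 75% with every replicate also reaching 75%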;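 further: 0% = median of neutral control wells and 100% = pilot-screen positive control compound; some compounds past the cut are filed as inactive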
Numbers without * were called inactive; . = no result given. Compounds were not picked by outcome. Share with any hit: about 3.3%.

(1) CCCNC(=O)Nc1cc(S(=O)(=O)CC)ccc1O
(2) Cc1cc(CNC(=O)CC2C(=O)NCCN2Cc2ccccc2C(F)(F)F)nn1C (configuration not stated)
(3) CCOC(=O)C1CCN(Cc2cnc(Oc3ccc(OC)cc3)s2)CC1
(4) O=C(COC(=O)c1nc(Cl)ccc1Cl)NCc1cccs1
(5) CCCCSc1nc(N)nc2c1ncn2C1OC(CO)C(O)C1O (configuration not stated)
(6) COc1ccccc1-c1cc(C(F)(F)F)nc(S(C)(=O)=O)n1
(7) Cc1oc(-c2cccs2)nc1CN1CCN(C(C)C)C(CCO)C1 (configuration not stated)
(8) CCC(C)(C)NC(=O)CN(Cc1cccs1)C(=O)CNS(=O)(=O)c1ccc(C)cc1

entry no.	1	2	3	4	5	6	7	8
HIF-2a block	13	-21	9	3	-49	78*	11	8
Peg3 promoter	-13	-36	1	-3	-15	105*	9	0
CaV13 FRET inh	-20	-6	.	-4	-2	-9	-5	-5
MITF TRPM1 inh	15	-4	9	8	.	92*	-12	0
KKLEB tox	-8	-15	1	2	3	-47	-5	-1
PDI turbidity	7	0	-3	-8	-4	5	3	-4
CF NFkB block	14	-6	-2	-15	2	69*	-6	-2
NR2E3 ag-1	2	4	-1	-1	.	0	0	1
NR2E3 ag-2	-19	18	-1	28	13	8	19	-19
Vif inh	-3	-6	-5	-4	9	17	5	6
Shn3 3UTR inh	11	.	-7	4	-1	97*	45	1

Rewritten tab-delimited: part of the list above
cpd	smiles	HIF-2a block	Peg3 promoter	CaV13 FRET inh	MITF TRPM1 inh	KKLEB tox	PDI turbidity	CF NFkB block	NR2E3 ag-1	NR2E3 ag-2	Vif inh	Shn3 3UTR inh
6	COc1ccccc1-c1cc(C(F)(F)F)nc(S(C)(=O)=O)n1	78*	105*	-9	92*	-47	5	69*	0	8	17	97*
2	Cc1cc(CNC(=O)CC2C(=O)NCCN2Cc2ccccc2C(F)(F)F)nn1C (configuration not stated)	-21	-36	-6	-4	-15	0	-6	4	18	-6	.
5	CCCCSc1nc(N)nc2c1ncn2C1OC(CO)C(O)C1O (configuration not stated)	-49	-15	-2	.	3	-4	2	.	13	9	-1
4	O=C(COC(=O)c1nc(Cl)ccc1Cl)NCc1cccs1	3	-3	-4	8	2	-8	-15	-1	28	-4	4

Compounds from the list above containing a thiophene ring, fused or not (3):
(4) O=C(COC(=O)c1nc(Cl)ccc1Cl)NCc1cccs1
(7) Cc1oc(-c2cccs2)nc1CN1CCN(C(C)C)C(CCO)C1 (configuration not stated)
(8) CCC(C)(C)NC(=O)CN(Cc1cccs1)C(=O)CNS(=O)(=O)c1ccc(C)cc1

entry no.	4	7	8
HIF-2a block	3	11	8
Peg3 promoter	-3	9	0
CaV13 FRET inh	-4	-5	-5
MITF TRPM1 inh	8	-12	0
KKLEB tox	2	-5	-1
PDI turbidity	-8	3	-4
CF NFkB block	-15	-6	-2
NR2E3 ag-1	-1	0	1
NR2E3 ag-2	28	19	-19
Vif inh	-4	5	6
Shn3 3UTR inh	4	45	1

Continuation.
(9) c1ccc(C[C@H]2CNCCN2CCCCC2CCCCC2)cc1
(10) O=C(Cn1cccc1)N1CCc2ccccc21
(11) CCCCC(=O)NC(=S)Nc1c(C)cc(Br)cc1C
(12) CC(C)CN(CC(C)C)C(=O)COc1ccccc1C(N)=O
(13) Cc1ccc(C)c(N(C(=O)Cn2nnc3ccccc32)C(C(=O)NC(C)(C)C)c2ccsc2)c1 (configuration not stated)
(14) CCCCN(C(=O)c1cccc(-n2cccc2)c1)c1c(N)n(Cc2ccccc2)c(=O)[nH]c1=O
(15) Cc1cc(C)c(NC(=O)Cn2c(=O)c3cccn3c3ccccc32)c(C)c1
(16) COc1ccccc1OCCSc1nnc(CNC(=O)c2ccco2)n1C

entry no.	9	10	11	12	13	14	15	16
HIF-2a block	8	-10	8	7	8	-1	17	12
Peg3 promoter	105*	-2	-1	18	-3	26	-8	6
CaV13 FRET inh	-6	-4	-3	0	-11	-6	-5	-3
MITF TRPM1 inh	.	-4	1	-5	8	9	1	-6
KKLEB tox	6	-10	-9	0	-5	23	7	16
PDI turbidity	6	-10	-2	0	8	-8	27	-1
CF NFkB block	-2	4	7	19	-6	-24	-2	0
NR2E3 ag-1	1	3	1	-3	2	2	1	6
NR2E3 ag-2	16	-1	-16	23	0	-5	-15	-6
Vif inh	1	2	-2	10	20	-7	-6	-12
Shn3 3UTR inh	-114	-5	-2	-7	-8	3	3	9

(17) COc1ccc(Cl)cc1NC(=O)CCN1CCOCC1
(18) CC1(C)CC(=O)CC(=O)/C1=N\Nc1c(Cl)cc(Cl)cc1Cl
(19) CCC1(C)Cc2c(sc3[nH]c(=O)[nH]c(=O)c23)CS1 (configuration not stated)
(20) COc1cc(/C=N/OCC(=O)NC2CCCCC2C)ccc1OCc1ccc(Cl)cc1 (configuration not stated)
(21) CCOC(=O)C1CCN(c2c(N3CCCC(C(=O)OCC)C3)c(=O)c2=O)CC1 (configuration not stated)
(22) Cc1cc(C)cc(-n2c(O)c(C=NC3CCS(=O)(=O)C3)c3ccccc3c2=O)c1 (configuration not stated)
(23) Nc1c(N(CCO)C(=O)C2CCCCC2)c(=O)[nH]c(=O)n1Cc1ccccc1
(24) Cc1cc2c(c(=O)o1)C(CC(C)C)C(C#N)=C(N)O2 (configuration not stated)

entry no.	17	18	19	20	21	22	23	24
HIF-2a block	12	-17	15	-221	18	-7	14	8
Peg3 promoter	5	1	11	-319	9	18	-3	5
CaV13 FRET inh	-6	-3	.	-4	-6	-6	5	0
MITF TRPM1 inh	-6	-3	7	-50	20	0	-1	2
KKLEB tox	-6	-1	-5	7	-14	-10	1	2
PDI turbidity	-4	-5	-2	-1	20	-3	3	26
CF NFkB block	11	22	5	-32	-33	3	-6	4
NR2E3 ag-1	4	3	0	-5	1	2	-1	1
NR2E3 ag-2	16	5	-8	-137	-11	21	-8	-18
Vif inh	6	3	-2	-8	-7	-2	-14	12
Shn3 3UTR inh	4	-5	-13	-16	-6	8	3	-1

(25) CC(CCc1ccccc1)NCC#N (configuration not stated)
(26) CC[C@H](C)[C@H](NC(=O)OCc1ccccc1)C(=O)OCC(=O)N1CCN(c2ccc(OC)cc2)CC1
(27) O=C1c2ccccc2C(=O)N1Cc1nc2ccccc2c(=O)n1CCCN1CCOCC1
(28) CS(=O)(=O)N(CC(=O)Nc1ccc2c(c1)OCCO2)Cc1ccccc1
(29) c1ccc(N2CCN(c3nc(-c4ccccn4)nc4ccccc34)CC2)cc1
(30) Cc1cc(C)c(S(C)(=O)=O)c(N(C)NC(=O)c2c(F)cccc2F)n1
(31) O=C(CNC(=O)c1ccco1)Nc1ccc(Br)cc1
(32) O=C(COC(=O)CNC(=O)c1ccc(Cl)c([N+](=O)[O-])c1)NNC(=O)c1cccs1

entry no.	25	26	27	28	29	30	31	32
HIF-2a block	13	5	7	3	-54	15	-165	-5
Peg3 promoter	4	13	11	-20	3	20	-138	2
CaV13 FRET inh	-4	-6	-4	.	0	1	-4	-6
MITF TRPM1 inh	6	.	3	-8	26	-1	-46	5
KKLEB tox	-1	12	1	-2	5	2	-25	-10
PDI turbidity	-4	1	-1	-2	5	-11	-5	-1
CF NFkB block	17	7	-5	11	1	-11	2	-1
NR2E3 ag-1	3	.	-3	0	0	6	0	1
NR2E3 ag-2	13	-14	-11	-13	100*	8	-57	11
Vif inh	2	-4	2	.	-26	-1	-5	-7
Shn3 3UTR inh	-5	26	-35	4	29	8	-101	-14

(33) CC1(C)CC2CC(C)(CN2C(=O)c2ccc([N+](=O)[O-])cc2[N+](=O)[O-])C1 (configuration not stated)
(34) COc1ccc(CCNC(=O)CNCC2CCCO2)cc1OC (configuration not stated)
(35) O=C(N/N=C/c1cccs1)c1cc(-c2cccc3ccccc23)n[nH]1
(36) Nc1ccc(-c2cn3cccnc3n2)cc1
(37) O=C(COC(=O)c1ccc(Br)o1)NC12CC3CC(CC(C3)C1)C2
(38) CCOc1cc(/C=N/NC(=O)c2cccnc2)ccc1OCC(N)=O
(39) Cc1cc(C)c2[nH]c(=O)c(C(c3nnnn3CC3CCCO3)N3CCCC(C)C3)cc2c1 (configuration not stated)
(40) Cc1ccc(C(=O)N/N=C/c2cc(Br)ccc2O)cn1

entry no.	33	34	35	36	37	38	39	40
HIF-2a block	11	11	-246	-67	6	16	2	-12
Peg3 promoter	-6	4	-177	-132	0	3	6	38
CaV13 FRET inh	-5	-2	-14	-3	-16	.	-5	-3
MITF TRPM1 inh	44	5	-9	-47	1	5	8	31
KKLEB tox	11	2	-16	-10	-7	2	-9	13
PDI turbidity	-2	-3	-3	2	-5	-1	0	0
CF NFkB block	6	14	6	-19	27	-18	30	-15
NR2E3 ag-1	-3	4	3	.	.	2	1	-2
NR2E3 ag-2	-15	6	-130	12	2	1	-27	-39
Vif inh	0	-8	8	-3	23	-4	-7	-3
Shn3 3UTR inh	-4	8	-48	-5	-22	18	10	82

(41) CC(=O)c1cccc(NC(=O)N2CCC(c3ccc(C)cc3)C2)c1 (configuration not stated)
(42) Cc1ccc(C)c(N(CC(=O)NC2CCCCC2)C(=O)c2snc(C(N)=O)c2N)c1
(43) CC(C)CC(=O)c1c(O)c(C=O)c(O)c2c1O[C@@]1(C)[C@@H](C2)C[C@H]2C[C@@H]1C2(C)C
(44) O=c1[nH]cnc2c1ncn2C1OC(CO)CC1F (configuration not stated)
(45) Cc1ccnc(NC(=O)c2ccc(S(=O)(=O)N3CCC(C)CC3)cc2)c1
(46) CCCCc1c(O)nc(SCC(=O)N2CCOCC2)n(-c2ccc(C)cc2)c1=O
(47) CCCn1ncc(CN2CCC(n3nccc3NC(=O)c3ccccc3Cl)CC2)c1C
(48) COc1ccc(NC(=O)Nc2cccc(C(F)(F)F)c2)cn1
(49) Cc1cc(NC(=O)CS(=O)(=O)c2ccc(F)cc2)no1
(50) Oc1c(C2=NCCNC(C(F)(F)F)=C2)ccc2ccccc12
(51) N#C/C(=N\Nc1ccc(S(=O)(=O)N2CCOCC2)cc1)C(N)=S

entry no.	41	42	43	44	45	46	47	48	49	50	51
HIF-2a block	-63	20	6	10	-142	3	14	-32	0	-356	8
Peg3 promoter	-67	18	40	-17	-206	0	3	-27	20	-353	-11
CaV13 FRET inh	-5	-2	-9	-10	-7	-11	-6	0	-2	6	-4
MITF TRPM1 inh	-4	5	2	.	-91	.	-6	-21	1	-92	3
KKLEB tox	-2	2	-26	1	12	6	-3	-7	15	3	-2
PDI turbidity	-16	2	16	.	-3	-6	-3	-5	-1	-7	12
CF NFkB block	0	4	46	-7	-24	-23	-6	19	-4	-18	11
NR2E3 ag-1	0	1	.	.	-4	.	3	5	0	.	-3
NR2E3 ag-2	-8	-38	21	6	-86	-23	13	-20	13	-141	18
Vif inh	0	0	10	-1	-12	3	3	-14	-4	-4	-1
Shn3 3UTR inh	.	-3	16	-7	-52	-2	7	26	-14	-61	9
